mcGAS lum: inhibitors of mouse cGAS | hit rate 0.15% among 160,000 | inhibition, % at 12.5 µM | recombinant cGAS, Kinase-Glo ATP depletion luminescence | AID 1259399;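 also: 0% = negative control wells and 100% = reference inhibitor with no enzyme activity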
NPYLR7 ag: activates Aedes aegypti NPYLR7 receptor; HEK293T NPYLR7/Galpha15, GCaMP6s calcium fluorescence; activation, % at 10 µM; hit rate 0.15% among 270,000; AID 1259423; in the data active = activation above about 40%;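 also: 0% = vehicle and 100% = reference agonist at the receptor; some compounds past the cut are filed as inactive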
hcGAS lum: blocks human cGAS activity. recombinant h-cGAS, ATP depletion, Kinase-Glo luminescence. AID 1259398. hit rate 0.081% among 290,000. Q8N884. inhibition, % at 12.5 µM;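 also: 0% = vehicle reaction and 100% = reaction without DNA for no activity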
Target sequence (Q8N884 whole entry, looked up): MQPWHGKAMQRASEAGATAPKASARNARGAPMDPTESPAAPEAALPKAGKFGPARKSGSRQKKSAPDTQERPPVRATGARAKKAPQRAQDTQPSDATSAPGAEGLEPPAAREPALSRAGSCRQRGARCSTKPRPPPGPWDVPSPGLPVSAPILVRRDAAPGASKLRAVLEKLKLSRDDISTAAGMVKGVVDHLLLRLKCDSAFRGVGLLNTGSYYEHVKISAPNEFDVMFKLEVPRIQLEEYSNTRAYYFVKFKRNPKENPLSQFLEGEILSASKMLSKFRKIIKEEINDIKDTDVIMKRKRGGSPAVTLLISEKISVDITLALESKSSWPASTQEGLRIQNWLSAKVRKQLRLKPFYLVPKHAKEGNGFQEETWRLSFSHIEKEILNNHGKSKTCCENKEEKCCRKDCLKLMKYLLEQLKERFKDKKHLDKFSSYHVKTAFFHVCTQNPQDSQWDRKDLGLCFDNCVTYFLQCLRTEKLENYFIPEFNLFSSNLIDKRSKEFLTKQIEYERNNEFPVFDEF
The depositor's hits bear a star; nt = not tested or not shown; & = joins results of further samples. Rule as the data show it, unless noted: active = inhibition above about 40%; inactive = the rest.

SMILES	mcGAS lum	NPYLR7 ag	hcGAS lum
COc1cccc(OCc2ccccc2)c1C(=O)NC(c1ccccc1)c1ccc(Cl)cc1 (stereo not drawn)	nt	-5.9	-1.3
CCCOc1cccc(-c2nc3cc(OC)c(OC)cc3c(=O)o2)c1	-7.7	0.9	-6.4
CCNC(=O)C1(C)CCCN1C(=O)c1cccn1C (stereo not drawn)	-5.0	4.1	-14.9
O=C(NC1CC1)C1CCCN(C2CCN(c3ccc(C(F)(F)F)cn3)CC2)C1 (stereo not drawn)	nt	25.5	-7.3
Cc1cc(N2CCCC(C)C2)nc(CN2CCCC(C)C2)n1 (stereo not drawn)	nt	-1.0	-9.3
CC1CCN(C2=C(c3c(-c4ccccc4)[nH]n(Cc4ccccc4)c3=O)C(=O)N(c3ccccc3F)C2=O)CC1	0.8	3.6	4.9
CCCSc1nnc(NC(=O)c2ccc(Cl)cc2Cl)s1	-2.8	-9.1	-2.3
C=C(C)CN(CC)C(=O)CNc1cccc(C(=O)N2CCSCC2)c1C	nt	-1.9	-4.7
COCCN(Cc1cccn1Cc1cccc(C(F)(F)F)c1)C(=O)CN(C(=O)c1ccccc1)C1CC1	-3.4	13.6	-8.9
Cc1c(C)c(C)c(S(=O)(=O)N2CCN(c3c4c(nc5ncnn35)CCCC4)CC2)c(C)c1C	-5.8	nt	-3.0
COCC(NC1CCN(c2cccc(C)c2C)CC1)c1ccnn1C (stereo not drawn)	nt	14.2	-5.8
Cn1ccnc1C1CCCCN1C(=O)CC1(c2ccccc2)CC(=O)N(Cc2cccs2)C1=O (stereo not drawn)	-12.5	23.5	-8.7
COc1ccc(OCCCn2ccnc2)cc1	nt	0.7	-1.9
COc1ccc(CN(Cc2ccco2)C(=O)COc2ccccc2)cc1OS(C)(=O)=O	-4.5	-1.5	-7.1
c1ccc(-c2nc(N3CCC4(CCCO4)CC3)no2)cc1	-3.3	nt	-8.3
Cc1c(-c2ccccc2)[n+](CC(=O)c2ccccc2)c2ccccn12	nt	6.2	-4.3
CCOC(=O)C1CCCN(CC(=O)N2N=C(c3ccc(C)cc3C)CC2c2cccc(OC)c2)C1 (stereo not drawn)	-3.0	20.7	-6.4
Cc1ccc(OCCN2C(=O)CNC2=S)c(C)c1	-0.9	0.0	-1.8
O=C1CCCC/C1=N\Nc1ccc(N2CCCCC2)cc1	nt	8.5	-5.0
O=C(NCc1ccc(Cl)cc1)c1nn2c(C(F)(F)F)cc(-c3ccc(Br)cc3)nc2c1Cl	-6.2	-12.8	-4.2

By substructure: the compounds so far containing nitrogen in an aromatic ring
SMILES	mcGAS lum	NPYLR7 ag	hcGAS lum
CCCOc1cccc(-c2nc3cc(OC)c(OC)cc3c(=O)o2)c1	-7.7	0.9	-6.4
CCNC(=O)C1(C)CCCN1C(=O)c1cccn1C (stereo not drawn)	-5.0	4.1	-14.9
O=C(NC1CC1)C1CCCN(C2CCN(c3ccc(C(F)(F)F)cn3)CC2)C1 (stereo not drawn)	nt	25.5	-7.3
Cc1cc(N2CCCC(C)C2)nc(CN2CCCC(C)C2)n1 (stereo not drawn)	nt	-1.0	-9.3
CC1CCN(C2=C(c3c(-c4ccccc4)[nH]n(Cc4ccccc4)c3=O)C(=O)N(c3ccccc3F)C2=O)CC1	0.8	3.6	4.9
CCCSc1nnc(NC(=O)c2ccc(Cl)cc2Cl)s1	-2.8	-9.1	-2.3
COCCN(Cc1cccn1Cc1cccc(C(F)(F)F)c1)C(=O)CN(C(=O)c1ccccc1)C1CC1	-3.4	13.6	-8.9
Cc1c(C)c(C)c(S(=O)(=O)N2CCN(c3c4c(nc5ncnn35)CCCC4)CC2)c(C)c1C	-5.8	nt	-3.0
COCC(NC1CCN(c2cccc(C)c2C)CC1)c1ccnn1C (stereo not drawn)	nt	14.2	-5.8
Cn1ccnc1C1CCCCN1C(=O)CC1(c2ccccc2)CC(=O)N(Cc2cccs2)C1=O (stereo not drawn)	-12.5	23.5	-8.7
COc1ccc(OCCCn2ccnc2)cc1	nt	0.7	-1.9
c1ccc(-c2nc(N3CCC4(CCCO4)CC3)no2)cc1	-3.3	nt	-8.3
Cc1c(-c2ccccc2)[n+](CC(=O)c2ccccc2)c2ccccn12	nt	6.2	-4.3
O=C(NCc1ccc(Cl)cc1)c1nn2c(C(F)(F)F)cc(-c3ccc(Br)cc3)nc2c1Cl	-6.2	-12.8	-4.2

Next section
SMILES	mcGAS lum	NPYLR7 ag	hcGAS lum
CN(C)CCN(C)C(=O)[C@@H]1C[C@@H](NC(=O)c2cc3ccccc3s2)CN1	-12.6	18.3	-10.2
COCC1CCN(c2nc3nonc3nc2NCc2cccs2)C1 (stereo not drawn)	nt	13.2	-8.0
CCN(CC(=O)Nc1ccccc1OC)C(=O)C1CCN(c2ccc(C#N)cn2)CC1	nt	3.7	-10.7
CCOC(=O)c1cc([C@@H](C)CCC=C(C)C)sc1NC(=O)/C=C/c1ccccc1	-6.6	-2.3	-5.9
CCOC(=O)N1CCN(C(c2ccc(F)cc2)c2c(O)cc(C)n(CCOC)c2=O)CC1 (stereo not drawn)	nt	10.1	-8.3
CSc1cccc(CN2CCN(Cc3ccccc3F)C(CCO)C2)c1 (stereo not drawn)	nt	-4.2	-4.2
Cn1cccc1C(=O)N1CCCN(C(=O)Cc2cccc(F)c2)CC1	nt	-1.7	-6.5
O=C(COc1ccccc1-c1ccccc1)NC1=NCCS1	-7.2	5.7	-14.4
Cc1cnn(C2(C(=O)O)CCN(C(=O)COCC3CCCO3)CC2)c1 (stereo not drawn)	-0.8	nt	0.4
CCN(Cc1cccc(C(=O)Nc2cc(C)nn2C)c1)CC1CCCO1 (stereo not drawn)	1.2	-5.2	3.7
CC(=O)COc1cc(OCC(C)=O)c2c3c(c(=O)oc2c1)CCC3	-1.1	14.2	-2.7
CC(C)Cc1nc(N2CCN(C(=O)COCc3ccccc3)CC2)c2c(-c3cccc(C(F)(F)F)c3)noc2n1	-5.1	15.3	-2.2
CCC(=O)Nc1c(C)nc2sccn2c1=O	-5.5	13.9	-3.5
O=C(c1c(F)c(F)c(F)c(F)c1F)N1CCN(c2nc3nccc(-c4cccc(C(F)(F)F)c4)n3n2)CC1	-5.2	4.8	-4.6
CC(=O)N1CCc2c(sc(NC(=O)c3cccc(C)c3)c2-c2nc3ccccc3s2)C1	nt	1.2	-1.3
CCOC(=O)c1c(NC(=O)c2cc3nc(-c4ccccc4)cc(C(F)(F)F)n3n2)sc2c1CCC(C)C2 (stereo not drawn)	-7.5	-6.2	-7.8
O=C(CN1CCN(C(=O)c2ccc3c(c2)OCCCO3)CC1)Nc1cccc(F)c1	-1.1	1.0	-2.0
CCOc1ccc(NC(=O)N2CCC(C)CC(C)(C)C2)cc1 (stereo not drawn)	nt	-7.2	-3.6
CNC(=O)CSc1nnc(N2CCN(C(=O)c3ccc(C(C)(C)C)cc3)CC2)s1	-6.7	-11.3	1.5
CCC(C)N(Cc1c(C)nn(-c2cccc(F)c2)c1N1CCN(CC)CC1)C(=O)Nc1ccc(Cl)cc1 (stereo not drawn)	-4.9	-1.3	-6.7
CSCCN(C)C(=O)c1c(C)nc(C(C)C)[nH]c1=O	nt	9.2	-5.1
O=C(Nc1nnc(COc2ccccc2F)s1)c1ccco1	-4.1	-6.5	-4.8
CCOC(=O)Cc1csc(NC(=O)c2ccc(F)cc2)n1	-3.7	5.9	-4.7
COc1ccc(Br)c(Cn2c(C)c(C(=O)NCc3cccc([N+](=O)[O-])c3)sc2=O)c1	nt	10.6	-3.7
O=C(Nc1cccc(Oc2ccccc2)c1)N1CC(=O)N2CCc3c(F)cccc3C2C1 (stereo not drawn)	-4.1	16.6	-4.3
Cn1cccc1CCC(=O)N1CCOCC(O)(CN2CCCC2)C1 (stereo not drawn)	-7.8	nt	-15.7
Cc1ccc(S(=O)(=O)NCC(c2ccc3c(c2)CCCN3C)N(C)C)c(C)c1 (stereo not drawn)	-7.2	0.5	1.6
COc1ccccc1C(NC(=O)C1CCN(CCOc2ccc3ccccc3c2)CC1)c1ccccn1 (stereo not drawn)	-2.9	-7.1	-3.9
CCCCn1c(=O)c2c(nc3n(C(C)C)c(C)c(C)n23)n(C)c1=O	nt	-8.2	4.1
CCCCN(CC(=O)N1c2ccccc2-n2cccc2C1c1ccc(OC)cc1)C(=O)Nc1c(Cl)cccc1Cl (stereo not drawn)	-4.5	-4.8	-4.6
CCOC(=O)C1CCN(C(=O)c2cccc(CSc3nc(C)c(C)c(N(C)C)n3)c2)CC1	-4.1	3.2	-0.6
CN(C)CCC1CN(c2nc(C(N)=O)cs2)CCO1 (stereo not drawn)	1.6	-1.4	2.4
COc1ccc(CN2CCN3CCN(C)C(=O)C3C2)cc1Cn1cncn1 (stereo not drawn)	nt	-1.7	-4.4
CCNc1cc(C)nc(N2CCN(C(=O)COc3ccccc3)CC2)n1	nt	8.8	-10.0
CCC(=O)Nc1cccc(C(=O)NCCCn2ccc3ccccc32)c1	nt	2.0	-2.2
CC(CCCC(C)(C)O)NCc1cn[nH]c1-c1ccc2c(c1)OCO2 (stereo not drawn)	-3.9	0.9	-3.5
CCCCC(CC)C(=O)N(CCOC)C(CC)c1nc2ccccc2c(=O)n1-c1ccc(OCC)cc1 (stereo not drawn)	-4.1	19.7	-2.3
CCOC(=O)N1CCc2c(sc(NC(=O)Cc3ccccc3)c2-c2nc3ccccc3s2)C1	nt	1.3	-2.8
Cc1ccsc1[C@@H]1CCN(C(=O)CCc2nc(-c3ccco3)no2)C[C@H]1O	nt	14.8	-4.1
O=C(O)CC/C=C\C[C@@H]1CO[C@H](c2ccccc2Cl)O[C@@H]1c1ccccc1O	nt	-22.0	-0.1
O=C(NC(c1ccccc1)c1ccco1)C1CCN(Cc2ccc(Cl)cc2)CC1 (stereo not drawn)	-3.2	20.0	-4.4
COc1ccc(C(=O)N2CCN(Cc3cccc4nonc34)CC2)cc1	-9.9	4.0	-5.6
CC(=O)c1ccc(NC(=O)CCN2CCC(CCN(C)C)CC2)cc1	nt	2.8	-7.6
O=C(CSc1nc2c([nH]c3ccccc32)c(=O)n1-c1ccc([N+](=O)[O-])cc1)Nc1ccccc1	-5.8	1.3	-2.9
Cc1ccc(C)c(COc2cccn3c(CCNC(=O)N[C@@H](C)c4ccccc4)cnc23)c1	-4.6	1.8	-6.3
CC1(C(=O)Nc2cnc3ccccc3c2)CCN1Cc1cccc2c1OCO2 (stereo not drawn)	nt	4.8	-7.9
O=C1NCC2(CCCN(Cc3cc4c(cc3Cl)OCO4)CC2)O1 (stereo not drawn)	nt	4.1	-8.3
O=C(C1CC1)N(CCN1CCOCC1)Cc1nccn1Cc1ccc(C(F)(F)F)cc1	-4.5	11.6	-5.0
COc1cc(CNc2nn[nH]n2)cc(Br)c1OCc1cccnc1	nt	-11.3	-3.7
Brc1nc(Br)n(Cc2csc(C3CCCC3)n2)n1	nt	-2.4	-11.8
CC(N)=C(C#N)C(=O)COC(=O)C1CCC(C(C)(C)C)CC1 (stereo not drawn)	-6.2	1.0	-9.2
c1cncc(CCCn2ccnc2-c2cccc3nonc23)c1	-12.0	5.0	-4.2
Cn1c2ccccc2c(=O)c2c(=O)n(Cc3ccco3)c(COc3ccccc3)nc21	nt	6.6	-0.6
COC(=O)c1ccc(CN2CCC(CCC(=O)Nc3ccc(OC)cc3OC)CC2)cc1	-7.3	14.0	-5.6
CCOc1ncccc1CN1CCCC(C(=O)NCCNc2ccc([N+](=O)[O-])cn2)C1 (stereo not drawn)	-3.2	-14.4	-7.7
NCC1Cc2cc(-c3ccc4ncnc(NCCO)c4c3)cc(Cl)c2O1 (stereo not drawn)	1.1	-0.4	-1.0
Cc1ccc(NC(=O)CSc2c(CC(C)C)cnc3c2c(=O)n(C)c(=O)n3C)c(C)c1	-8.9	5.9	-9.1
COc1cccc(F)c1C(C)NC(=O)N(C)C(C)c1ccco1 (stereo not drawn)	-0.2	-2.9	-2.1
CCCc1cc(CN(C)Cc2ccoc2)[nH]n1	-11.5	25.5	-3.6
O=C1/C(=C/c2ccc([N+](=O)[O-])cc2)SC(=Nc2ccccc2)N1c1ccccc1	1.5	-6.1	3.7
Going on with the list:
SMILES	mcGAS lum	NPYLR7 ag	hcGAS lum
Cc1cc(C)c(S(=O)(=O)Nc2ccc(Nc3nc(C)cc(N4CCCC4)n3)cc2)c(C)c1	nt	13.7	-9.3
C#CCNC(=O)CNC(=O)C1CSCN1C(=O)C1CCCC1 (stereo not drawn)	nt	7.6	-2.6
CN(CCc1ccccc1)CCn1ccnc1-c1nccn1C	nt	8.3	-4.3
COCCCN(CC(=O)N(CCc1ccccc1)Cc1ccc(C)o1)Cc1ccc(Br)cc1	-4.9	nt	-3.2
O=C(c1cnn(-c2ccc(F)cc2)c1)c1ccccc1O	nt	9.3	-7.9
Cn1cc(C(=O)N2CCC(C3CCN(S(C)(=O)=O)CC3)C2)cn1 (stereo not drawn)	0.6	nt	6.4
COc1cccc(-c2nnc(SCc3ccc(C(=O)O)cc3)n2-c2ccccc2OC)c1	-5.3	-2.9	-0.5
Cc1nsc(NC(=O)NC2CCN(Cc3cccnc3)CC2)n1	2.5	-12.3	-0.7
CCCC1(C)NC(=O)N(CC(O)c2ccccc2F)C1=O (stereo not drawn)	-13.2	11.3	1.2
CC1(C)CC(N=Cc2ccccc2)CC(C)(C)N1	nt	8.5	-1.8
CCc1nc2ccc(C(=O)NCc3ccccc3OC)cn2c1N(C)Cc1ccc(Cl)cc1	-5.6	-3.4	-6.9
COCCN(Cc1cccc(OS(=O)(=O)c2ccc(F)cc2)c1)C(=O)c1cc(OC)cc(OC)c1	-6.9	1.7	-10.2
Cc1ccc2oc(-c3cc(NC(=O)c4ccccc4Cl)ccc3O)nc2c1	-3.7	-2.0	-2.6
CCOC(=O)C1(Cc2ccccc2C(F)(F)F)CCN(CCCn2cccn2)CC1	-0.3	3.4&5.7	-0.9&-4.0
Cn1c(-c2ccccc2)cnc1SCC(=O)Nc1ccc2c(c1)OCO2	nt	13.7	-3.6
CC(C)CN1CCOC(CN2CCCC(c3ccn[nH]3)C2)C1 (stereo not drawn)	-9.2	-3.0&5.9	-3.3&-13.3

Bioassay records from PubChem.
